All columns: NCI-60 one-dose screen, growth in % after 48 h at 10 µM unless noted; 100 = growth as untreated, 0 = no growth, -100 = all killed.
IGROV1 = IGROV1 ovarian cancer. 4.7% of 79,000 active
SN12C = SN12C renal cancer cells; 3.8% of 81,000 active; AID 1794767
TK-10 = TK-10 renal cancer cells; 3.9% of 81,000 active; AID 1794769
CAKI-1 = CAKI-1 renal cancer. AID 1794772. 4.7% of 75,000 active
786-0 = 786-0 renal cancer cells; 5.1% of 81,000 active; AID 1794775
NCI/ADR-RES = NCI/ADR-RES ovarian cells | 4.4% of 81,000 active
ACHN = ACHN renal cancer; 4.9% of 81,000 active
UO-31 = UO-31 renal cancer. 5.2% of 81,000 active. AID 1794768
The depositor's hits bear a star; · = no result given; & = joins results of further samples; ! = not active in a repeat; [ ] = another dose, or the depositor's remark. The calls were made as follows: active = growth percent below 10; inactive = the rest.

SMILES | IGROV1 | SN12C | TK-10 | CAKI-1 | 786-0 | NCI/ADR-RES | ACHN | UO-31
C#Cc1cccc(NC(=O)c2ccc(NC(=O)CCl)cc2)c1 | -55*[8.25 µM] | -78*[8.25 µM] | -63*[8.25 µM] | 9.5*[8.25 µM] | -51*[8.25 µM] | 11[8.25 µM] | -98*[8.25 µM] | -99*[8.25 µM]
CS/C(=C\c1ccc(C(=O)c2ccc(C)cc2)n1C)S(C)=O (configuration not stated) | 93 | 82 | 108 | 76 | 99 | 77 | 87 | 92
COc1ccc(-n2cnc3c(sc4ncc(Br)cc43)c2=O)cc1 | 130 | 96 | 108 | 98 | 103 | 105 | 101 | 103
O=[N+]([O-])c1cccc(S(=O)(=O)OCn2ncc3ccc([N+](=O)[O-])cc32)c1 | 109 | 97 | 154 | 97 | 111 | 105 | 103 | 72
CC1Cc2c(ncnc2-n2cnc3ccccc32)N(C)c2ccc(O)cc21 (configuration not stated) | · | 87 | 110 | 79 | 92 | 81 | 88 | 62
CC(=O)O[C@@H]1CC[C@@]2(C)[C@H](CC[C@@H]3[C@@H]2CC[C@]2(C)[C@@H]([C@H](C)CC=C(c4ccccc4)c4ccccc4)CC[C@@H]32)C1 | 109 | 110 | 102 | 99 | 101 | 105 | 107 | 97
O=C(Cn1cnc2c(cc(-c3ccccc3)n2-c2ccccc2)c1=O)Nc1ccccc1 | 103 | 97 | 112 | 92 | 102 | 97 | 100 | 75
COc1cc(-c2nnc(SCc3nc4ccc(Cl)cc4n3CCO)o2)cc(OC)c1OC | 21 | 96 | 127 | 91 | 102 | 93 | 94 | 62
O=S(=O)(Cc1ccccc1)c1nc2ccccc2s1 | 61 | 35 | 98 | · | 89 | 96 | · | 50
CCCCCCCCCCOC(=N)c1ccc(O)c(OCC)c1 | 72 | 92 | 100 | 97 | 103 | 94 | 102 | 68
CC(C)(O)c1cccc(F)c1 | 104 | 95 | 109 | 101 | 104 | 102 | 99 | 89
NS(=O)(=O)c1ccc(CCN2C(=O)c3cc(Cl)c(Cl)cc3C2=O)cc1 | 107 | 107 | 89 | 97 | 97 | 105 | 105 | 93
Cn1c(=O)c2nc(CCC(=O)Nc3ccccc3)c(=O)[nH]c2n(C)c1=S | 102 | 102 | 108 | 89 | 101 | 97 | 104 | 80
COc1ccc(-c2nnc(SCC(=O)Nc3ccc(C(=O)/C=C/c4cc(OC)c(OC)c(OC)c4)cc3)n2-c2ccccc2)cc1OC | -36*[100 µM] | 32[100 µM] | -42*[100 µM] | 1.7*[100 µM] | -55*[100 µM] | 46[100 µM] | 1.8*[100 µM] | 68[100 µM]
c1ccc(Nc2ncc3c(n2)CCc2cnc(Nc4ccccc4)nc2-3)cc1 | 61 | 99 | 138 | 83 | 105 | 95 | 88 | 63
NS(=O)(=O)c1ccc(CCn2c(SCC(=O)N/N=C/c3ccc(O)cc3)nc3ccccc3c2=O)cc1 | 109 | 102 | 92 | 96 | 101 | 113 | 103 | 85
CN1CC=C(c2cc(NC(=O)Nc3ccc(Oc4ccnc(NC(=O)C5CC5)c4)c(F)c3)cc(C(F)(F)F)c2)CC1 | 2.9* | 2.7* | -2.4* | · | -6.8* | 45 | -1.4* | -1.8*
COc1ccc(C(=O)/C=C/c2cccc([N+](=O)[O-])c2)c(OC)c1 | 7.0* | 8.8* | 50 | 25 | -7.2* | 11 | -43* | -13*
C#C[C@]1(O)CC[C@H]2[C@@H]3CC=C4c5sc(Nc6cc(C)cc(C)n6)nc5CC[C@]4(C)[C@H]3CC[C@@]21C | 26 | -3.8* | 4.7* | -28* | -52* | 0.4* | 7.4* | -66*
O=C1c2cccc3cccc(c23)C(=O)N1N1C(=O)c2cccc3c(Br)ccc(c23)C1=O | 99 | 94 | 114 | 91 | 102 | 96 | 100 | 82
C/C=C\[C@]1(O)[C@@]2(O)C(=O)O[C@]13C(=Cc1c(OC)ccc(OC)c1[C@@H]3O)C(=O)C2C (some centres not stated) | 107 | 90 | 111 | 101 | 105 | 101 | 99 | 79
CC1CC(C)(C)NC(=S)O1 (configuration not stated) | 102&110 | 102&102 | 102&128 | 107&113 | 101&101 | 104&113 | 103&104 | 85&83
CC(=O)N1Cc2ccccc2C(C)Cc2cc(Cl)ccc21 (configuration not stated) | 102 | 104 | 98 | 90 | 96 | 117 | 109 | 98
Oc1ccc(/C=N/N=C(/c2ccccc2)c2ccc3nc(-c4ccc(O)cc4)[nH]c3c2)cc1 | 85 | 78 | 100 | 68 | 63 | 94 | 89 | 57
CC/C(=N/NC(N)=O)c1ccccc1 | 108 | 106 | 105 | 95 | 99 | 104 | 108 | 86
SMILES | IGROV1 | SN12C | TK-10 | CAKI-1 | 786-0 | NCI/ADR-RES | ACHN | UO-31
O=C(Cl)c1ccccc1C(=O)Cl | 113 | 95 | 106 | 84 | 109 | 111 | 95 | 87
C[C@]1(CO)O[C@@H](n2cc(F)c(N)nc2=O)C[C@@H]1OCc1ccccc1 | 98 | 111 | 101 | 99 | 100 | 101 | 104 | 89
COc1ccc2[nH]cc(/C=C3\C(=O)N(c4c(Cl)cccc4Cl)c4ccccc43)c2c1 | 76 | 84 | 90 | 66 | 78 | 75 | 77 | 77
COc1ccc(-c2nc(SCC(C)C)nc(N/N=C\c3cccc([N+](=O)[O-])c3)c2C#N)cc1 | 31 | 43 | 91 | 32 | 4.4* | 51 | 8.7* | -36*
O=C1CCC23OC=CC2C2(Nc4ccccc4NC2=O)c2c(F)cccc2N13 (configuration not stated) | 88 | 105 | 113 | · | 102 | 98 | 96 | 68
CCOc1cc(/C=C2\COc3ccc(-c4ccccc4)cc3C2=O)ccc1O | 95 | 96 | 92 | 82 | 103 | 100 | 104 | 78
Cc1cc(Cc2ccccc2)c(O)c(Cc2ccccc2)c1 | 90 | 80 | 99 | 80 | 87 | 83 | 93 | 65
Cc1ccc(S(=O)(=O)c2nc(S(=O)(=O)NCc3ccccc3)sc2N2CCOCC2)cc1 | 93 | 98 | 110 | 84 | 98 | 93 | 107 | 73
Clc1ccc(-c2cn(-c3ccccc3)c(-c3ccccc3)n2)c(Cl)c1 | -26* | 12 | -83* | -23* | -50* | 14 | -100* | -67*
Cc1cc(=O)oc2cc(OC(=O)CN3CCN(C)CC3)ccc12 | 115 | 97 | 109 | 86 | 105 | 105 | 103 | 93
CCNCCNc1c(C)c(-c2ccc(C(F)(F)F)cc2)c(C#N)c2nc3ccccc3n12 | 79 | 67 | 109 | 92 | 77 | 101 | 83 | 79
Clc1ccc(/C=N/Nc2ncnc3sc4c(c23)CCN(Cc2ccccc2)C4)cc1 | 34 | -62* | -76* | 35 | -85* | -55* | 27 | 22
Fc1c(F)c(F)c(Br)c(F)c1F | 102 | 101 | 100 | 102 | 102 | 104 | 96 | 89
COc1cc(C2CC(c3ccc(Cl)cc3)=NN2C=O)ccc1Oc1ccnc2cc(Cl)ccc12 (configuration not stated) | 97 | 77 | 83 | 59 | 79 | 77 | 41 | 81
COc1cccc(/C=C/C(=O)c2cccc(Nc3nc(Nc4ccccc4)nc(Nc4ccccc4)n3)c2)c1 | 77 | 106 | 78 | 84 | 89 | 83 | 86 | 57
N#Cc1ccc(-c2nn3c(-c4ccccc4)nnc3s2)cc1 | 114 | 104 | · | 95 | 84 | 101 | 99 | 84
[O-][n+]1nc(Cl)ccc1Cl | 113 | 93 | 115 | 92 | 99 | 107 | 104 | 95
COc1cc2cc(C(=O)Nc3ccccc3)c(N)nc2cc1OC | -12* | 49 | -48* | -14* | 21 | -29* | -0.1* | 5.8*
O=C1C(Cl)=C(Nc2cccc(C(F)(F)F)c2)C(=O)N1c1ccc(F)cc1 | 93 | 92 | 89 | 83 | 88 | 106 | 94 | 84
O=c1[nH]cc(NCc2ccccc2)c(=O)[nH]1 | 117 | 103 | 101 | 95 | 107 | 106 | 101 | 81
NC(=O)CC[C@H](N)C(=O)O | 104&105 | 100&99 | 97&106 | 101&89 | 98&106 | 117&100 | 102&101 | 93&85
CC(=O)Nc1cc(C)c(C(=O)O)c(C)c1 | · | 98 | 103 | 98 | 104 | 99 | 100 | 92
CCCC(=O)Nc1ccc2c(c1)CN1C(=O)c3ccccc3C1=N2 | 111 | 100 | 96 | 97 | 99 | 99 | 111 | 86
O=C(c1cccc(Cl)c1)N1CCN(c2ccnc3cc(Cl)ccc23)CC1 | 89 | 87 | 77 | 82 | 80 | 79 | 88 | 68
CNC(=O)c1cc(Oc2ccc3nc(NC(=O)Nc4ccc(N5CCC(N(C)C)CC5)cc4)sc3c2)ccn1 | 89 | 92 | 115 | 90 | · | 110 | 74 | 88

Brought forward from above: 5 compounds; new compounds follow.
SMILES | IGROV1 | SN12C | TK-10 | CAKI-1 | 786-0 | NCI/ADR-RES | ACHN | UO-31
NC(=O)CC[C@H](N)C(=O)O | 104&105 | 100&99 | 97&106 | 101&89 | 98&106 | 117&100 | 102&101 | 93&85
CC(=O)Nc1cc(C)c(C(=O)O)c(C)c1 | · | 98 | 103 | 98 | 104 | 99 | 100 | 92
CCCC(=O)Nc1ccc2c(c1)CN1C(=O)c3ccccc3C1=N2 | 111 | 100 | 96 | 97 | 99 | 99 | 111 | 86
O=C(c1cccc(Cl)c1)N1CCN(c2ccnc3cc(Cl)ccc23)CC1 | 89 | 87 | 77 | 82 | 80 | 79 | 88 | 68
CNC(=O)c1cc(Oc2ccc3nc(NC(=O)Nc4ccc(N5CCC(N(C)C)CC5)cc4)sc3c2)ccn1 | 89 | 92 | 115 | 90 | · | 110 | 74 | 88
CC(=O)C1CCC2C3C=C(C)C4=CC(=O)CCC4(C)C3(F)C(O)CC12C (configuration not stated) | 102 | 45 | 119 | · | 114 | 93 | 100 | 110
Cc1c(C)[n+](=O)c(C)c(C)n1[O-] | 101 | 104 | 116 | 111 | 112 | 125 | 99 | 87
COc1ccc(/C=C/C(=O)/C=C(/C=C/c2ccc(OC)c(OCc3ccccc3)c2)OB(F)F)cc1OCc1ccccc1 | 104 | 99 | 98 | · | 106 | 96 | 97 | 82
COc1cc2c(cc1OC)[C@H]1CCCN1CC2Sc1ccccc1 (some centres not stated) | 96 | 94 | 98 | 86 | 97 | 103 | 96 | 83
O=C(/C=C/C12c3ccccc3C(c3ccccc31)C1C(=O)N(c3ccc(C(=O)c4ccccc4)cc3)C(=O)C12)c1ccc(Br)cc1 (configuration not stated) | 98 | 79 | 104 | 65 | 89 | 79 | 64 | 64
O=c1cc(N/N=C/c2ccccc2)c2cc(Cl)ccc2[nH]1 | 95 | 107 | 105 | 99 | 94 | 99 | 97 | 87
COc1cc(Nc2nc3ccccc3nc2NS(=O)(=O)c2ccc(NC(=O)c3ccc(C)c(OC)c3)cc2)cc(OC)c1 | -30* | 15&49 | -36*! | -12*! | -19*! | 2.4*! | 1.4*! | -20*!
O=C(O)c1cn(C2CC2)c2cc(N3CCN(Cc4ccc(O)cc4O)CC3)c(F)cc2c1=O | 96 | 104 | 103 | 85 | 101 | 101 | 100 | 77
CCOC(=O)C1=NN(c2ccccc2)C(=O)C1N=Nc1ccc(-c2ccc(N=NC3C(=O)N(c4ccccc4)N=C3C(=O)OCC)c(Cl)c2)cc1Cl (configuration not stated) | 100 | 103 | 127 | 99 | 101 | 103 | 103 | 84
Nc1cc(C(=O)O)[nH]c(=S)n1 | 95 | 100 | 93 | 95 | 100 | 100 | 103 | 87
COc1ccc(C2=Nc3c(N)nc(N)nc3NC(c3cccc(Nc4ccnc5cc(Cl)ccc45)c3)C2)cc1 (configuration not stated) | 90 | 88 | 99 | 88 | 76 | 94 | 103 | 78
CCOC(=O)c1ccccc1NC(=O)Nc1sc2c(c1C(N)=O)CCC(=O)C2 | 106 | 102 | 107 | 95 | 108 | 111 | 107 | 87
COc1ccc2nc(-c3nc(-c4ccccc4)n4ccccc34)[nH]c2c1 | 83 | 77 | 130 | 70 | 106 | 49 | 75 | 45
Cc1c(C)c(Cl)c(C)c(Cl)c1O | 103 | 100 | 105 | 100 | 99 | 117 | 102 | 76
COc1cc(/C=C/c2cc(/C=C/c3ccc(O)c(OC)c3)n(C(=O)c3ccccc3Br)n2)ccc1O | 25 | 14 | 65 | -35* | 9.9* | 28 | 25 | 24
CSC(N)=Nc1ccc(Cl)cc1 | 118 | 89 | 85 | 102 | 102 | 92 | 105 | 84
COc1ccc2c(c1)C(O)C(CO)C(C(=O)O)C2 (configuration not stated) | 113 | 102 | 105 | 111 | 105 | 116 | 107 | 89
O=C1NC2=C(Cc3ccccc32)C(c2c[nH]c3ccccc23)N1 (configuration not stated) | 87 | 101 | 91 | 91 | 112 | 95 | 105 | 60
O=C(c1ccc([N+](=O)[O-])c([N+](=O)[O-])c1O)n1[nH]c(=O)c2ccccc2c1=O | 95 | 70 | 120 | 82 | 98 | 35 | 77 | ·
O=C(Nc1ccc(NC(=O)c2cc(=O)[nH]c3ccccc23)cc1)Nc1ccc(Cl)c(C(F)(F)F)c1 | 99 | 92 | 111 | 84 | 101 | 101 | 95 | 69
COc1ccc(-n2c(NC(=O)N3CCN(C)CC3)c(C#N)c3ccc(F)cc32)cc1 | 100 | 85 | 78 | 82 | 89 | 86 | 81 | 79
O=C(O)COc1cccc(OCC(=O)O)c1 | 100 | 108 | 107 | 106 | 111 | 103 | 104 | 72

Reformatted field by field: part of the list above
CCOC(=O)c1ccccc1NC(=O)Nc1sc2c(c1C(N)=O)CCC(=O)C2
  IGROV1: 106	SN12C: 102	TK-10: 107	CAKI-1: 95	786-0: 108	NCI/ADR-RES: 111	ACHN: 107	UO-31: 87
COc1ccc2nc(-c3nc(-c4ccccc4)n4ccccc34)[nH]c2c1
  IGROV1: 83	SN12C: 77	TK-10: 130	CAKI-1: 70	786-0: 106	NCI/ADR-RES: 49	ACHN: 75	UO-31: 45
Cc1c(C)c(Cl)c(C)c(Cl)c1O
  IGROV1: 103	SN12C: 100	TK-10: 105	CAKI-1: 100	786-0: 99	NCI/ADR-RES: 117	ACHN: 102	UO-31: 76
COc1cc(/C=C/c2cc(/C=C/c3ccc(O)c(OC)c3)n(C(=O)c3ccccc3Br)n2)ccc1O
  IGROV1: 25	SN12C: 14	TK-10: 65	CAKI-1: -35*	786-0: 9.9*	NCI/ADR-RES: 28	ACHN: 25	UO-31: 24
